12-LOX inh: Primary qHTS assay for inhibitors of human arachidonate 12S-lipoxygenase (ALOX12): Round 2. purified 12hLO, xylenol orange hydroperoxide absorbance. Potency, µM (highest dose often 108 µM), without a hit: top-dose activity change, negative = inhibition, actives largely listed as inhibitors. hit rate 1.1% among 580,000. AID 1671190, 2021; active = well fitted inhibition curve with a large enough effect; inconclusive = small, poorly fitted or top-dose-only effect, or another doubt; inactive = no such curve, though single readings can be large or run the other way
Target sequence (P18054 whole entry, looked up): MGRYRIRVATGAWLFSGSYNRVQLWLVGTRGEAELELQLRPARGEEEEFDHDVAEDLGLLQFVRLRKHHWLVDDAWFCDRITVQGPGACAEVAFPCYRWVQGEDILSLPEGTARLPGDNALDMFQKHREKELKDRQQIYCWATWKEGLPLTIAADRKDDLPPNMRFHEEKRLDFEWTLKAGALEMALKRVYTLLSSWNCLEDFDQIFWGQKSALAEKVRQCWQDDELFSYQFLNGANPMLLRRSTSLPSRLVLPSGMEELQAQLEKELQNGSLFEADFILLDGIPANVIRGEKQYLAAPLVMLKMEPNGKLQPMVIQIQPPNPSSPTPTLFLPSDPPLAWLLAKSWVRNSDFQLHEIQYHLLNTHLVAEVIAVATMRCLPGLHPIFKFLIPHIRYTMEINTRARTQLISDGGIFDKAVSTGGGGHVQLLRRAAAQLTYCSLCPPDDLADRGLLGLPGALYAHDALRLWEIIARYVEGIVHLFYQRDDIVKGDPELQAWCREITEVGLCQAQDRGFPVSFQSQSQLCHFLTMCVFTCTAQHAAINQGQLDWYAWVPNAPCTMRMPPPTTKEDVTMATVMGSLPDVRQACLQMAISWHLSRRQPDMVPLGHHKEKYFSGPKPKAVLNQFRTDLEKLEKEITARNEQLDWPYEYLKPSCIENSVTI
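Purified human 12hLO (150 nM final) in 25 mM Hepes, 0.01% Triton X-100, pH 7.0 was preincubated 15 min at room temperature with compound. Then 40 uM arachidonic acid was added, 30 min. Hydroperoxide was read by Fe-XO absorbance ratio 573/405 nm.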
An asterisk follows results filed as active; [ ] = another dose, or the depositor's remark. % is scaled to controls: 0 for no effect and ±100 for the full control effect; potency is read from the fitted curve at half-maximal effect.

`Cc1ncc2n1C(=O)N(C1CCN(C(=O)NC3CCCC3)CC1)C2` gave 12-LOX inh 35.1%[activator][176 µM].
COc1cccc(NC(=O)N(C)C[C@@H]2OCc3cn(nn3)CCCC(=O)N([C@@H](C)CO)C[C@H]2C)c1 was read as 12-LOX inh -17.6%.
Screening O=C(Cn1c(=O)oc2ccccc21)NCC12CCCC=C1NC(=O)CC2 (stereo not given) returned 12-LOX inh 30.6%[activator].
Screening COCCNC(=O)C1(C)CN(C)Cc2ccc(Nc3cccc(OC)c3)nc21 (stereo not given) returned 12-LOX inh -3.6%[176 µM].
Screening COc1ccccc1/C=C(/C#N)C(=O)c1c[nH]c2cccc(C)c12 returned 12-LOX inh -46.3%.
For COc1ccc(NC(=O)N2CCN(c3cnccn3)CC2)cn1 the results were 12-LOX inh 34.4%.
`CN(C)[C@@H]1[C@@H](NC(=O)CCc2nc3ccccc3[nH]c2=O)[C@H]2CCO[C@H]21` gave 12-LOX inh 52.0%[activator].
CCOC(=O)c1cc(-c2ccccc2)sc1NC(=O)CCN1CCOCC1 was read as 12-LOX inh -20.1%.
COC(=O)CNC(=O)NCCc1noc(C2CC2)n1 was read as 12-LOX inh 27.5%.
For C[C@@H](C(=O)NC1CCN(Cc2ccccc2)CC1)N1Cc2ccccc2C1=O the results were 12-LOX inh 10.6%.
`CS(=O)(=O)c1ccc(OC[C@H]2C[C@@H](NC(=O)C3CCCC3)[C@H](O)[C@@H]2O)cc1` gave 12-LOX inh 86.8%[activator][176 µM].
Screening COc1cccc(C(=O)N[C@H]2[C@H](O)[C@H](O)C[C@@H]2c2ccccc2C)c1 returned 12-LOX inh 1.8%[176 µM].

An excerpt from above in order of molecular weight, low to high:
Screening COc1ccccc1/C=C(/C#N)C(=O)c1c[nH]c2cccc(C)c12 returned 12-LOX inh -46.3%.
`Cc1ncc2n1C(=O)N(C1CCN(C(=O)NC3CCCC3)CC1)C2` gave 12-LOX inh 35.1%[activator][176 µM].
`CN(C)[C@@H]1[C@@H](NC(=O)CCc2nc3ccccc3[nH]c2=O)[C@H]2CCO[C@H]21` gave 12-LOX inh 52.0%[activator].
For C[C@@H](C(=O)NC1CCN(Cc2ccccc2)CC1)N1Cc2ccccc2C1=O the results were 12-LOX inh 10.6%.
Screening COCCNC(=O)C1(C)CN(C)Cc2ccc(Nc3cccc(OC)c3)nc21 (stereo not given) returned 12-LOX inh -3.6%[176 µM].
`CS(=O)(=O)c1ccc(OC[C@H]2C[C@@H](NC(=O)C3CCCC3)[C@H](O)[C@@H]2O)cc1` gave 12-LOX inh 86.8%[activator][176 µM].
COc1cccc(NC(=O)N(C)C[C@@H]2OCc3cn(nn3)CCCC(=O)N([C@@H](C)CO)C[C@H]2C)c1 was read as 12-LOX inh -17.6%.

(further entries)
Screening Cc1oc(-c2cccs2)nc1CC(=O)Nc1cc(F)ccc1F returned 12-LOX inh -12.0%.
`CN(C)Cc1nnc(C2CC(NC(=O)c3cc(-c4ccsc4)n[nH]3)C2)n1C` (stereo not given) gave 12-LOX inh 90.6%[activator].
`COc1cc(CN2CCN(Cc3ccc(C)cc3)CC2)cc(OC)c1` gave 12-LOX inh 0.501µM*.
O=C(NCc1nnc2c(-c3nc(C4CC4)no3)cccn12)C1CC1 was read as 12-LOX inh 22.0%.
Screening N#CC(c1c(Cl)cccc1N1CCCCC1)N1CCCCC1 (stereo not given) returned 12-LOX inh -13.7%.
`COc1ccc(-c2ccc(C(=O)NCC3CC3)c3occc23)c(C)c1` gave 12-LOX inh -16.4%.
Screening COc1cccc(S(=O)(=O)N2CCC(n3cnnc3-c3ccccc3)CC2)c1 returned 12-LOX inh 0.1%.
`O=c1[nH]c(=O)n(Cc2ccccc2)c2nc(-c3ccncc3)n(CC3CCCO3)c12` (stereo not given) gave 12-LOX inh inconclusive.
For Cc1[nH]c2ccc(C(=O)N(Cc3ccc(F)cc3)C3CC3)cc2c1C the results were 12-LOX inh inconclusive.
O=S(=O)(Cc1ccccc1)NC[C@H]1Cn2c(-c3ccc(Cl)cc3)cnc2CO1 was read as 12-LOX inh 7.4%[176 µM].
Cc1[nH]c(C)c(S(=O)(=O)NCc2ccc(Cl)cc2)c1C(=O)N1CCCCC1 was read as 12-LOX inh -7.2%.
Screening Cc1ccc2c(C)nc(Nc3nc(C)c(Cc4ccccc4)c(=O)[nH]3)nc2c1 returned 12-LOX inh inconclusive.
`Cc1ccc2[nH]c(=O)c3cc(C(=O)NCc4ccc(Cl)cc4)sc3c2c1` gave 12-LOX inh -5.9%.
For O=S(=O)(Nc1nc(-c2ccco2)c(-c2ccco2)s1)c1ccc(F)cc1F the results were 12-LOX inh 7.94µM*.
`Cn1cnc2c1c(=O)n(CCCSc1nnc(-c3ccc(C(C)(C)C)cc3)o1)c(=O)n2C` gave 12-LOX inh 4.2%.
Screening Cc1nc(SCC(=O)NN2C(=O)NC3(CCCCC3)C2=O)c2ccccc2n1 returned 12-LOX inh 8.6%.
Screening CCOC(=O)c1c(C)c(CCC(=O)NCCN2CCCCCC2)c(C)n1C returned 12-LOX inh 2.1%.
Cc1nc2c(C(=O)N3CCC(=O)N(CC4CC4)C(C(C)C)C3)cccc2[nH]1 (stereo not given) was read as 12-LOX inh 78.5%[activator].
Screening CC(C)C[C@H]1COc2cc(Br)ccc2S(=O)(=O)N1Cc1cn(Cc2ccc(F)cc2)nn1 returned 12-LOX inh 4.8%.
Screening COc1cccc(CN2CCOC3(CCN([S+](=O)([O-])c4ccccc4C)CC3)C2=O)c1 returned 12-LOX inh -7.5%.
For COC[C@@H]1CN(Cc2ccc3c(c2)CCO3)C[C@H]1C(=O)N(C)C the results were 12-LOX inh 31.8%[activator].
For CCn1ccnc1CNC(=O)C1(N2C[C@@H](C)O[C@@H](C)C2)Cc2ccccc2C1 the results were 12-LOX inh 143.9%[activator].
For O=[N+]([O-])c1c(N2CCCC(CO)C2)ccc2ncccc12 (stereo not given) the results were 12-LOX inh -5.6%.
`CN(CC1(C)CCOCC1)C(=O)c1ccoc1` gave 12-LOX inh -6.3%.
For O=C(NCC1CCN(C(=O)C(=O)c2cc3ccccc3o2)CC1)c1ccc2c(c1)OCC2 the results were 12-LOX inh -0.4%.
`CCS(=O)(=O)N(C1CC1)C1CCOC2(CCN(C(=O)c3ccc(OC)cc3)CC2)C1` (stereo not given) gave 12-LOX inh 44.7%[activator].
`O=C1NC[C@@H]2CCCN2C1=O` gave 12-LOX inh 3.1%.
For COC(=O)c1ccccc1NC1c2ccccc2C(=O)N1Cc1ccccc1Cl (stereo not given) the results were 12-LOX inh -2.8%.
`Cc1ccc(-c2cnc(CCC(=O)N(C)Cc3ccc(C)o3)o2)cc1` gave 12-LOX inh 2.1%.
Screening N#Cc1nc(-c2ccc(S(=O)(=O)N3CCCCCC3)cc2)oc1NCCCn1ccnc1 returned 12-LOX inh 5.2%.
`O=C(c1ccccc1F)N1N=C(C(F)(F)F)CC1(O)c1ccccc1` (stereo not given) gave 12-LOX inh 3.7%.
`COc1ccc(OC)c(CN2C(=O)CSCC2(C)C(=O)Nc2c(C)cccc2C)c1` (stereo not given) gave 12-LOX inh 3.4%.
O=C(Nc1ccc(F)c(Cl)c1)c1cc(C2CCCN(S(=O)(=O)c3cccs3)C2)on1 (stereo not given) was read as 12-LOX inh 1.8%.
Screening O=C(NCCc1cnc(-c2ccccc2)[nH]1)c1ccc(-c2ccccc2)cc1 returned 12-LOX inh 0.2%.
Screening O=C(c1cc(F)ccc1F)N1CCC2(CC1)N=C(c1ccc(Cl)cc1)NO2 returned 12-LOX inh inconclusive.
Screening Cc1cc(C(=O)CN(C)Cc2ccc3c(c2)OCO3)c(C)n1C(C)C returned 12-LOX inh inconclusive.
For CC1=C(C(=O)OC(C)C)C(c2ccccc2)NC(=O)N1 (stereo not given) the results were 12-LOX inh 43.7%[activator].
`O=C(O)c1ccc(/C=C/C(=O)c2ccccc2C(=O)O)cc1` gave 12-LOX inh inconclusive.
COCCCNc1nc2c(c(=O)n(C)c(=O)n2C)n1Cc1cccc(Cl)c1 was read as 12-LOX inh 4.5%.
CN(C)CCNC(=O)c1ccc(-c2cnn(C)c2)c2ccoc12 was read as 12-LOX inh inconclusive.
Screening Cc1ccc(C(CNC(=O)c2oc3ccc(F)cc3c2C)N(C)C)o1 (stereo not given) returned 12-LOX inh inconclusive.
Screening COCC#Cc1cnc2c(c1)C(=O)N([C@H](C)CO)C[C@H](C)[C@@H](CN(C)S(=O)(=O)c1ccccc1)O2 returned 12-LOX inh 0.2%.
Screening O=C(N1CCCC1)N1CCN(C2CCNCC2)C(=O)C1 returned 12-LOX inh -21.5%[6.33 µM].
`c1ccc(-c2cn3c4ccccc4nc3n2CCN2CCCCC2)cc1` gave 12-LOX inh inconclusive.
Screening O=C(CCCN1C(=O)/C(=C\c2cccs2)SC1=S)Nc1ccccc1O returned 12-LOX inh -6.2%.
Cc1cc2nc(COC(=O)c3cccc(NC(=O)c4ccc(C(C)(C)C)cc4)c3C)cc(=O)n2o1 was read as 12-LOX inh inconclusive.
Screening CCn1ccc(C(=O)N2C[C@@H]3CCCN4CCC[C@@H]([C@H]34)[C@H]2CCCC(=O)NCC2CC2)n1 returned 12-LOX inh 32.4%[activator].
Screening CCOC(=O)CCCCCC(=O)Nc1ccc2c(c1)C(=O)N([C@@H](C)CO)C[C@H](C)[C@H](CN(C)S(=O)(=O)c1ccc(OC)cc1)OCCCC[C@H](C)O2 returned 12-LOX inh -12.1%.
Screening Cc1cc(C(=O)OCC(=O)Nc2ccccc2C)c2ccccc2n1 returned 12-LOX inh inconclusive.
C[C@@H]1CN([C@@H](C)CO)C(=O)CCCn2cc(nn2)CO[C@H]1CN(C)C(=O)c1ccncc1 was read as 12-LOX inh -21.5%.
`COc1cc(Cl)ccc1C(=O)N1CCC(Oc2ccc(C(=O)N(C)C)cn2)CC1` gave 12-LOX inh -7.2%.
CS(=O)(=O)N1CCC(OC2CCN(C(=O)NCc3cccc(F)c3)CC2)CC1 was read as 12-LOX inh 44.3%[activator].
`CC1(C(=O)NCCCc2ccccc2)CCCCC(=O)N1` (stereo not given) gave 12-LOX inh 0.6%.
For CC1(C)CC(=Cc2ccccc2[N+](=O)[O-])C(=O)c2ccccc21 the results were 12-LOX inh inconclusive.
CCc1nc2ccc(C(=O)NCCCn3ccnc3)cn2c1N(C)CCC(C)C was read as 12-LOX inh 4.0%.
NC(=O)CNC(=O)C1=C[C@@H](NC(=O)Nc2ccc(OC(F)(F)F)cc2)[C@@H](O)[C@H](O)C1 was read as 12-LOX inh 53.7%[activator][176 µM].
CC1=C[C@@H](CN2CCN(c3ncccn3)CC2)[C@H](C(C)C)C[C@H]1Cc1nnc(COc2ccc(F)cc2)o1 was read as 12-LOX inh -29.5%.
Screening COc1ccc(C(=O)N2CCc3ccc(C(=O)NCc4cccc(F)c4)cc32)cc1 returned 12-LOX inh 47.1%[activator].
`Cc1cc2n(CC(O)COc3ccccc3)c(=O)c3ccccc3n2n1` (stereo not given) gave 12-LOX inh 35.9%[activator].
`Cc1csc(NC(=O)CCNC(=O)c2ccoc2)n1` gave 12-LOX inh -7.0%.
CCCS(=O)(=O)c1nc(S(=O)(=O)c2ccc(Cl)cc2)c(NCC(C)C)s1 was read as 12-LOX inh inconclusive.
`O=C(C1CCc2nnc(-c3cccc(C(F)(F)F)c3)n21)N1CCOCC1` (stereo not given) gave 12-LOX inh inconclusive.
Screening CCc1ccc2c(c1)NC(c1ccc(C)o1)=NC(c1ccc(F)cc1)=N2 returned 12-LOX inh 25.2%.
`Cc1cc(C)c(S(=O)(=O)NN=C2c3ccccc3[C@H]3Cc4csc[n+]4[C@@H]23)c(C)c1` gave 12-LOX inh inconclusive.
For Cc1sc(-c2cccc(O)c2)nc1-c1ccccc1 the results were 12-LOX inh inconclusive.
Screening CCCCCNc1nc(CC)c2c(c1C#N)CCCC2 returned 12-LOX inh 15.4%.
For O=C(CCCC(=O)OCC(=O)c1cccc([N+](=O)[O-])c1)Nc1cc(C(F)(F)F)ccc1Cl the results were 12-LOX inh -20.4%.
`CCN(CC)S(=O)(=O)c1cccc(C(=O)NCC2COc3ccccc3O2)c1` (stereo not given) gave 12-LOX inh 4.3%.
Screening CC(C)c1ccc(SCc2nc3c(c(=O)[nH]c(=O)n3C)n2C)cc1 returned 12-LOX inh -28.0%.
For CN(CCCOC(=O)c1cc2ccccc2o1)C1CN(Cc2cn(Cc3ccccc3C(F)(F)F)nn2)S(=O)(=O)C1 (stereo not given) the results were 12-LOX inh -20.2%.
Screening CC1(C(=O)Nc2cccc(NS(C)(=O)=O)c2)CCN1Cc1ccccc1OC(F)F (stereo not given) returned 12-LOX inh 4.3%.
`O=C(c1ccccc1)N(CCCn1ccnc1)C(c1ccccc1)c1nc2ccccc2[nH]1` (stereo not given) gave 12-LOX inh 0.0%.
COC(=O)C1=C(C)NC(=O)NC1c1ccc(C(C)C)cc1 (stereo not given) was read as 12-LOX inh 56.4%.
Screening Cc1ccc(OCCSc2nnc(COc3ccc(Cl)cc3)n2C)cc1 returned 12-LOX inh inconclusive.
For Fc1ccc(CNC(=S)NCc2cccs2)cc1 the results were 12-LOX inh inconclusive.
Screening O=C(c1ccoc1)N1CC(Oc2cccc(-c3nc(-c4ccccc4)no3)c2)C1 returned 12-LOX inh 0.4%.
Screening CN1CC(O)(C(O)C(O)C(O)CO)SC1=S (stereo not given) returned 12-LOX inh -19.0%.
`CN(C)C(=O)[C@@H]1CN(Cc2ccc(F)cc2F)C[C@H]1CO` gave 12-LOX inh 11.4%.
For COc1ccc(-c2[nH][nH]c(=O)c2NC(=O)c2ccc(C)cc2)cc1 the results were 12-LOX inh inconclusive.
For COc1cccc(-c2cnc(C(O)c3ccccc3OC)[nH]2)c1 (stereo not given) the results were 12-LOX inh 3.0%.

Structures shown so far that have a tert-butyl group, in the order listed:
`Cn1cnc2c1c(=O)n(CCCSc1nnc(-c3ccc(C(C)(C)C)cc3)o1)c(=O)n2C` gave 12-LOX inh 4.2%.
Cc1cc2nc(COC(=O)c3cccc(NC(=O)c4ccc(C(C)(C)C)cc4)c3C)cc(=O)n2o1 was read as 12-LOX inh inconclusive.

Screens as filed in PubChem BioAssay.

The list is partial; count on the stated rates, not on these rows.
